FN deposition inh – fibronectin deposition inhibition. AH1F fibroblasts, Alexa488-fibronectin deposition fluorescence, overnight. inhibition, % at 12.6 µM. 350,000 tested, 0.086% active;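 active = mean inhibition across replicates of 30% or more, regardless of how many single replicates reach that level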;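 note: positive control wells lacked labelled fibronectin entirely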
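material = AH1F fibroblast monolayer depositing Alexa488-labelled fibronectin into matrix | amount = 10000 AH1F cells/well | buffer or medium = DMEM plus 2% serum, read in PBS | incubation = 1 h cell adhesion before compound, then overnight fibronectin incubation | detection = fluorescence at 485 nm excitation, 525 nm emission | evaluation = percent inhibition as loss of matrix-bound fibronectin fluorescence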
miR-122 sensor – inhibitors of miR-122 in Huh7 cells; activation (reporter increase), % at 12.5 µM; 340,000 tested, 0.3% active; Huh7 miR-122 Renilla luciferase sensor, 48 h; neutral wells = 0, positive control = 100;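 active = mean replicate activation score at least 90 and every replicate individually at or above 90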;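 note: higher luciferase means less miR-122 activity so hits act as miR-122 inhibitors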
Cneo AK release – Cryptococcus neoformans lysis via adenylate kinase release; lysis activity, % at 15 µM; AID 651654; 360,000 tested, 0.2% active; C. neoformans lysis, adenylate kinase release luminescence, 4 h; normalised: neutral wells 0, clomiphene wells 100;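 active = mean lysis activity across replicates of at least 80%, whatever share of replicates individually reach that level; inactive = mean lysis activity below 80%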
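Assay system: Cryptococcus neoformans yeast cells / Dosing: single-point compound dose / Timing: 4 h at 37 °C static, read 1 h later / Measured by: luminescence of released adenylate kinase using an AK detection reagent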
Statin myotox sup – suppressors of simvastatin-induced myotoxicity in C2C12 myotubes | rescue of ATP level, % at 7.49 µM | ATP luminescence, 48 h; scaled: DMSO 0, geranylgeraniol control 100 | 330,000 tested, 0.78% active;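 active = mean ATP rescue above about 67%, or every replicate alone reaching that limit, limit read from the data, passing the limit was not always enough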;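 note: myotubes were challenged with 10 µM simvastatin during compound exposure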
F508del corr – CFTR F508del correction in bronchial cells. CFBE cells, YFP halide quenching; stimulated with forskolin plus potentiator P3; % fluorescence drop versus neutral controls. activity (quench increase), % at 7.58 µM. 350,000 tested, 0.36% active. AID 720511;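 active = mean added fluorescence quench of at least 8% versus neutral control, with both replicates also reaching 8%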;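 note: cells transiently co-express mutant CFTR-F508del with the halide-sensitive YFP; corrector assay measuring rescue of mutant channel to the surface after 24 h compound exposure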
GSIS activator – primary screen for activators of insulin secretion dependent on glucose, INS-1E cells, GLuc reporter luminescence | INS-1E GLuc reporter insulin secretion, 2-3 h | activation, % at 16.6 µM | 370,000 tested, 0.61% active | AID 743287;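 active = lowest replicate activation of at least 40%, so every replicate reaches that level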;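 note: 0% = median of neutral control wells and 100% = median of IBMX positive control wells; some compounds called inactive have numbers as strong as hits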
PglD DTNB – inhibitors of Campylobacter jejuni PglD acetyltransferase | inhibition, % at 12.5 µM | 360,000 tested, 0.098% active | AID 602405 | purified PglD enzyme, DTNB colorimetric CoA detection; in the data active = inhibition above about 16%, passing the limit was not always enough; note: strong numbers were not always called active
PGC1a acetyl inh – PGC1a acetylation modulation, inhibitor mode. U2OS PGC1a acetylation, AlphaScreen anti-acetyl-lysine; with virally co-expressed GCN5 acetyltransferase. inhibition, % at 15.6 µM. 350,000 tested, 0.17% active;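 active = every replicate shows inhibition of at least 40%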;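 note: 0% = neutral control wells and 100% = positive control wells; some results beyond the cut were filed as inactive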
Numbers without * were called inactive; . = not tested or not shown; & = joins results of further samples; ! = not confirmed by another sample; [ ] = another dose, or the depositor's remark.

SMILES | FN deposition inh | miR-122 sensor | Cneo AK release | Statin myotox sup | F508del corr | GSIS activator | PglD DTNB | PGC1a acetyl inh
CN(C(=O)c1cccc(NC(=O)Cc2ccc(NC(=O)C3CCCN(S(=O)(=O)c4cccc([N+](=O)[O-])c4)C3)cc2)c1)C1CCC1 (stereo not drawn) | 5 | . | 3 | -7 | 1.7 | 2 | 0 | .
O=C(CSc1nnnn1-c1ccccc1)NC(=O)Nc1ccc2c(c1)OCCO2 | -6 | 0 | -2 | 20 | . | . | 2 | 2
Cc1ccccc1-c1cc2nc(NCc3cccnc3)n(C)c(=O)c2s1 | 2 | -4 | -1 | -3 | -2.7 | -6 | -7 | -17
CSc1ccccc1OCc1cc(C(=O)N2CCNC(=O)C2)no1 | 6 | . | 2 | 3 | -5.6 | 12 | -2 | 4
COc1ccc2oc(=N)c(C(=O)Nc3ccc(C)cc3)cc2c1 | -5 | -1 | -2 | -19 | 1.9 | -1 | 8 | .
CCCNC(=O)C[C@H]1C[C@@H]2c3cc(N(C)C)ccc3O[C@@H]2[C@H](CO)O1 | 7 | 4[16.7 µM] | -3 | -1 | -1.0 | 7 | -1 | 13
O=C(CCS(=O)(=O)c1ccc(F)cc1)N1CCOCC1 | -6 | -1 | 2 | -1 | -0.2 | 3 | -5 | 7
NC(=O)C1CCN(CC(=O)Nc2nc(-c3ccccc3)cs2)CC1 | 11 | . | 0 | -6 | 1.8 | 7 | . | .
CCc1[nH]nc(C(=O)NC2CCCc3c2cnn3-c2cc(C)cc(C)c2)c1C (stereo not drawn) | -3 | -4 | -13 | 0 | 1.5 | -22 | -1 | 4
O=C(CN1CCOCC1)NCC[C@@H]1CC[C@H](NC(=O)Nc2ccc(F)cc2)[C@H](CO)O1 | . | . | -7 | 0 | 1.3 | 13 | -2 | -4
C[C@@H]1CN([C@@H](C)CO)C(=O)c2cc(NS(=O)(=O)c3cn(C)cn3)ccc2O[C@H]1CN(C)S(=O)(=O)c1cccs1 | . | 2[16.7 µM] | 1 | 0 | -1.3 | 12 | 3 | 5
NC(=O)c1ccc(-n2nnnc2SCC(=O)c2ccc(O)c(O)c2)cc1 | 3 | 129* | . | 7 | 0.2 | 8 | . | -11
CCOC(=O)C1=C(N)OC2=C(C(=O)CCC2)C1c1cccs1 (stereo not drawn) | . | 0 | -1 | 25 | . | 11 | -5 | -1
CCCC#Cc1ccc([C@H]2[C@@H](CO)N3C(=O)CN(C(=O)c4cccnc4)C[C@@H]23)cc1 | -7 | . | . | . | 2.0 | -11 | . | -9
CCOC(=O)C[C@H]1c2cc(F)ccc2S(=O)(=O)N1C(C)C | 2 | -4 | -1 | -4 | -0.8 | 10 | 0 | 15
CCOC(=O)c1ccc(NC(=O)c2cccc3c2C(=O)N(CC2CCCO2)C3)cc1 (stereo not drawn) | -2 | -3 | -1 | -36 | -5.8 | 7 | 2 | 0
COc1ccc2c(CC(=O)OCC(=O)c3ccc(F)cc3)coc2c1 | . | 0 | 4 | 7 | . | . | . | -20
CN(C)c1ccc(NC(=O)Nc2nc(C(N)C3CCCCC3)cs2)cc1 (stereo not drawn) | -12 | -11 | 2 | -9 | 1.9 | . | -5 | 5
CCC(=O)N(C)C[C@@H]1Oc2ncc(C#CCC(C)C)cc2C(=O)N([C@@H](C)CO)C[C@H]1C | 0 | 2[16.7 µM] | -1 | 7 | -2.0 | 4 | -1 | 4
Cc1cccc(C)c1OCc1cc(C(=O)NCC2CC2)no1 | 3 | -6 | 17 | -2 | -2.3 | 7 | 1 | -3
COc1ccc(Nc2oc(-c3ccccc3Cl)nc2C#N)cc1 | 11 | 77 | 1 | -38 | 6.0 | 1 | -2 | -13
O=C(NCc1ccccn1)c1coc(=O)c(Br)c1 | . | -4 | 1 | -6 | . | 102* | -3 | -1
C(=C\c1ccc(C2[C@@H]3CN(Cc4nccs4)C[C@H]2N3)cc1)/c1ccccc1 (stereo partly drawn) | -1&6 | . | . | . | -0.3&-4.9 | 132*! | . | 2&-46
Cc1c(C)c2c(OCC(=O)NCc3ccncc3)cc3c(c2oc1=O)CCC(C)(C)O3 | . | -1 | 6 | 0 | 4.4 | -1 | 1 | -7
O=C(COC(=O)COc1ccc(Br)cc1)Nc1cccnc1Cl | . | -14 | 1 | 4 | -0.2 | 2 | 5 | -7
Cc1cccc(N2CC(C(=O)Nc3ccc4c(c3)OCO4)CC2=O)c1C (stereo not drawn) | 6 | -5 | 4 | 9 | . | . | 4 | -4
CN(C)S(=O)(=O)c1ccc(NC(=O)Cn2nc(-c3ccc4c(c3)OCCO4)ccc2=O)cc1 | . | 1 | -1 | -4 | -2.0 | 11 | -4 | -3
Cn1ncc(C#N)c1NC(=O)C1CC(c2ccc(Cl)c(Cl)c2)=NO1 (stereo not drawn) | 8 | -3 | -1 | 9 | . | . | -4 | 8
COc1cccc(C(=O)NCCS(=O)(=O)N(C)Cc2ccccc2)c1 | 5 | 7 | 3 | 2 | 0.6 | -20 | -5 | -6
COc1cc(C(=O)NC2CCCCCCC2)cc(OC)c1OC | -3 | . | . | . | -1.2 | -4 | . | -8
CCCCCCCCc1nnc(N)s1 | -2 | -6 | -2 | . | 0.4 | . | 2 | -6
N/C(=N\OC(=O)CCCOc1ccccc1)c1ccccn1 | . | -2 | -5 | -4 | . | 14 | -4 | -34
CC(C)n1cc(C(N)=S)c(=O)n(Cc2ccccc2)c1=O | 5 | -3 | -4 | 6 | -1.9 | 36 | -4 | .
O=S(=O)(c1ccc(F)cc1)N1CCN(CCc2ccccc2)CC1 | -3 | -2 | -2 | -4 | -1.9 | 3 | 4 | 10
CCOc1ccc(Br)cc1S(=O)(=O)N1CCCN(C)CC1 | -1 | . | -1 | -1 | -2.0 | 4 | 0 | .
CCC(c1nnnn1C1CCCC1)N1CCN(Cc2ccccc2)CC1 (stereo not drawn) | . | 11 | -2 | 8 | . | . | 2 | -10
CN(C)c1ccc(-c2ccnc3c2CC(C)(C(=O)Nc2cccc(OC(F)(F)F)c2)O3)cc1 (stereo not drawn) | 19 | -3 | 1 | -4 | -3.5 | -1 | -2 | .
CCC(=O)N1CCC1(C)C(=O)Nc1ccc(Cl)c(Cl)c1 (stereo not drawn) | 16 | -10 | -4 | -9 | 0.8 | -8 | 7 | .
COC(=O)C1=C(C)NC(=O)CC1c1ccc(C(=O)OC)cc1 (stereo not drawn) | . | 0 | -17 | -10 | . | . | -5 | 18
COc1ccc(-n2c(-c3cccc(OC)c3)nc(=S)c3c2CCCC3)cc1 | . | 3 | 0 | -10 | . | -7 | 0 | 8
CCN(c1cccc(C)c1)S(=O)(=O)c1nnc(NC(=O)c2ccco2)s1 | -2 | -2 | 2 | 2 | 1.8 | 7 | 1 | -8
O=C(NCc1cccs1)c1ccc(CS(=O)Cc2ccc(Cl)cc2)o1 (stereo not drawn) | -2 | -6 | -1 | 0 | -0.8 | . | -1 | .
Cn1c(NCC(O)c2ccccc2)nc2c1c(=O)n(Cc1ccc(Cl)cc1)c(=O)n2C (stereo not drawn) | . | -5 | -10 | . | . | -15 | 7 | 8
COc1ccccc1NS(=O)(=O)c1cccc(C(=O)NCc2ccco2)c1 | -2 | . | -1 | . | 1.6 | -2 | 5 | 5
C[C@@H]1CN([C@@H](C)CO)C(=O)c2cc(NC(=O)CCCN(C)C)ccc2O[C@@H]1CN(C)Cc1ccccc1 | . | 11[16.7 µM] | -7 | 15 | -1.5 | 18 | -2 | -8
CCCCCCCC(=O)NNC(=O)CCC(=O)O | . | -11 | 0 | 23 | . | . | -3 | -3
Cc1noc(C)c1NC(=O)N(C)C[C@H]1Oc2c(NC(=O)NC(C)C)cccc2C(=O)N([C@@H](C)CO)C[C@H]1C | . | -5[16.7 µM] | 3 | . | -1.8 | 12 | -1 | -6
CCC(NS(=O)(=O)c1cn(C)nc1C)c1ccccc1 (stereo not drawn) | -4 | -5 | 9 | 5 | 1.6 | 18 | -3 | .
O=C(COC(=O)c1ccc[nH]c1=O)NC1CC1 | -7 | . | -3 | 1 | 1.1 | 9 | 6 | .
Cc1ccc(N(CC(=O)O)S(C)(=O)=O)cc1Cl | . | 2 | -1 | 3 | . | . | 1 | 4
CC1=C(C(=O)N(C(C)C)C(C)C)CC(CC(=O)NCc2cccc3ccccc23)C(=O)N1Cc1ccc(F)cc1 (stereo not drawn) | 8 | 0 | -1 | -2 | 1.3 | -12 | -7 | 2
CO[C@H]1CN(C)C(=O)c2ccc(NC(=O)Nc3c(C)noc3C)cc2OC[C@H](C)N(CC2CC2)C[C@H]1C | 6 | . | 56 | -6 | -1.4 | 2 | 3 | 16
CC(C)C(NS(=O)(=O)c1ccc2c(c1)Cc1cc(S(=O)(=O)NC(C(=O)O)C(C)C)ccc1-2)C(=O)O (stereo not drawn) | -15 | -1 | 1 | -20 | 1.0 | 23 | -2 | -14
CC1(c2nnc(Cc3ccccc3)o2)CC(c2cccnc2)=NO1 (stereo not drawn) | -1 | . | 3 | 4 | -2.7 | -2 | 1 | .
Cc1ccccc1-c1ccc2c(c1)O[C@H](CN(C)C(=O)C1CC1)[C@@H](C)CN([C@@H](C)CO)S2(=O)=O | 7&4 | 13 | -3&6&2 | 6&-3&-15 | 1.4&-0.1&-0.7 | 5 | 1&3&6 | -19&-10&-6
Cc1noc(C)c1C(=O)OC(C)C(=O)N(C)c1ccccc1 (stereo not drawn) | -4 | . | 1 | 1 | -2.3 | 12 | 1 | .
Cc1cc(C)cc(NC(=O)CSc2nnc(C3CC3)n2CC2CCCO2)c1 (stereo not drawn) | -7 | 4 | 3 | 5 | -0.8 | 0 | -4 | .
C[C@H]1CN([C@@H](C)CO)C(=O)c2cc(-c3cccc(C#N)c3)cnc2O[C@H]1CN(C)C(=O)c1cnccn1 | 3 | . | -6 | -1 | 1.3 | 1 | -2 | 4
CCc1nn(CC(=O)O)c(=O)c2ccccc12 | . | 1 | 8 | -4 | 1.6 | 2 | 4 | 3
CC(C)CC1NC(=O)c2cccnc2-n2c1nc1cc(F)ccc1c2=O (stereo not drawn) | -5 | 8 | 1 | 0 | -2.2 | 19 | -1 | .
COc1ccc(Cl)cc1NC(=O)CSc1nnc(-c2ccncc2)n1CC1CCCO1 (stereo not drawn) | 6 | -1 | -4 | 9 | . | . | -3 | 1

Another view of some results above:
Every second line gives: FN deposition inh	miR-122 sensor	Cneo AK release	Statin myotox sup	F508del corr	GSIS activator	PglD DTNB	PGC1a acetyl inh
- CN(C(=O)c1cccc(NC(=O)Cc2ccc(NC(=O)C3CCCN(S(=O)(=O)c4cccc([N+](=O)[O-])c4)C3)cc2)c1)C1CCC1 (stereo not drawn)
    5	.	3	-7	1.7	2	0	.
- O=C(CSc1nnnn1-c1ccccc1)NC(=O)Nc1ccc2c(c1)OCCO2
    -6	0	-2	20	.	.	2	2

Whole records from above:
Entry for `COc1cc(C(=O)NC2CCCCCCC2)cc(OC)c1OC` → FN deposition inh = -3; miR-122 sensor = .; Cneo AK release = .; Statin myotox sup = .; F508del corr = -1.2; GSIS activator = -4; PglD DTNB = .; PGC1a acetyl inh = -8
Entry for `Cc1ccccc1-c1cc2nc(NCc3cccnc3)n(C)c(=O)c2s1` → FN deposition inh = 2; miR-122 sensor = -4; Cneo AK release = -1; Statin myotox sup = -3; F508del corr = -2.7; GSIS activator = -6; PglD DTNB = -7; PGC1a acetyl inh = -17

Screening data (PubChem)
